Screening results: PubChem BioAssay, several laboratories
TMEM16A inh – inhibitors of mouse TMEM16A calcium-activated chloride channel. Q8BHY3. HEK293 TMEM16A/YFP iodide influx fluorescence, ionomycin. normalized B-score (activity score, 25-100; higher = stronger inhibition) at 10 µM. 310,000 tested, 1.2% active. AID 588511;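 active = ratio plate-corrected score three or more library SD toward inhibition, starting fluorescence score within five deviations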;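 also: score derived from kinetic fluorescence span divided by baseline fluorescence per well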
HDAC3 inhib – blocks human histone deacetylase 3; AID 2718; O15379; recombinant HDAC3, fluorogenic peptide/trypsin coupled, fluorescence; 320,000 tested, 0.15% active; inhibition, % at 8.3 µM; in the data active = inhibition above about 26%, passing the limit was not always enough
KCNQ1 pot – human KCNQ1 channel potentiation or activation; P51787; CHO-K1 KCNQ1, thallium flux FluxOR fluorescence; stronger effect = higher value; B-score at 10 µM; 310,000 tested, 0.35% active;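 active = fluorescence ratio B-score, a plate-corrected score, at least three library SD, with initial intensity B-score within 5 SD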
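Schedule – 37 °C overnight plating, 90-min dark dye load, 20-min compound pretreatment · System – stable KCNQ1 CHO-K1 line · Probe or stimulus – thallium- and potassium-containing depolarizing buffer · Measured by – kinetic FluxOR fluorescence, 10 s baseline plus 110 s post-stimulus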
RGS4 inh – inhibitors of human RGS4; P49798; HEK293 M3R/RGS4 inducible, Fluo-4 calcium flux; stronger effect = higher value; triggered by carbachol at its EC20; B-score at 10 µM; 310,000 tested, 0.45% active; AID 463165;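 active = B-score, a plate-corrected calcium signal, over three deviations above library mean, with baseline fluorescence within five deviations of library mean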;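 also: RGS4 expression induced by doxycycline in cells with stable M3 receptor; B-score is computed from the integrated fluorescence ratio over baseline after carbachol; higher B-score means a larger calcium signal and so more RGS4 inhibition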
SKKanGAS inh – SKKanGAS growth inhibition; inhibition, % at 7.5 µM; 300,000 tested, 1.3% active; S. pyogenes SKKanGAS, kanamycin growth, BacTiter-Glo, 6 h;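 active = mean replicate score, as percent of positive control median, at least 50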;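 also: strain carries kanamycin resistance gene driven by streptokinase promoter and grows in 40 µg/ml kanamycin; loss of luminescence reflects streptokinase promoter inhibition or plain growth inhibition; 0% = median of DMSO wells and 100% = positive control at its reference dose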
RGS4 act – potentiators or activators of RGS4; 310,000 tested, 0.92% active; HEK293 M3R/inducible RGS4, carbachol calcium flux Fluo4; stronger effect = lower value; B-score at 10 µM; AID 463111;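 active = B-score of the integrated calcium signal more than 4 SD below the library mean, with starting fluorescence not abnormally high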;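 also: negative B-score means reduced calcium response which marks RGS4 activation or potentiation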
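Detection: kinetic calcium fluorescence imaging with Fluo4-AM dye, 2 µM / Material: HEK293 cells with stable M3R and inducible RGS4 / Schedule: recording 10 s baseline at 1 Hz, 100 s post-agonist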
KCNK3 block – human KCNK3 channel inhibition, primary screen. O14649. CHO-KCNK3 thallium flux, FluxOR fluorescence; stronger effect = lower value. B-score at 10 µM. 340,000 tested, 0.84% active;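 active = B-score under library mean minus 4 SD, starting fluorescence ratio at most library mean plus 5 SD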;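 also: more negative B-score means stronger inhibition of thallium flux through KCNK3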
KCNK9 inh – human KCNK9 channel inhibition; Q9NPC2; HEK293 KCNK9, FluxOR thallium flux fluorescence; stronger effect = lower value; B-score at 10 µM; 310,000 tested, 1.2% active;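 active = ratio B-score over 3 SD below the library mean, with starting fluorescence within 5 SD of its mean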;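 also: negative B-score means less thallium flux so channel inhibition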
ANO1 activ – mouse TMEM16A channel activation, primary screen | Q8BHY3 | HEK293 TMEM16A/YFP-H148Q/I152L, iodide quench fluorescence; stronger effect = lower value | B-score at 10 µM | 340,000 tested, 0.3% active | AID 623877;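 active = fluorescence-ratio B-score plate-corrected deviation score at least 3 library SD below zero, with starting fluorescence score within 5 deviations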;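 also: channel opened by trigger with iodide after compound preincubation; score built on the fluorescence ratio of max minus min over baseline; more negative score means more quench and so TMEM16A activation or potentiation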
hERG rescue – compounds protecting human hERG from proarrhythmic drug block; Q12809; CHO-hERG, FluxOR thallium flux, dofetilide IC70 present; activation (rescue from dofetilide block), less the hit threshold, % at 10 µM; 310,000 tested, 0.51% active; AID 1511;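 active = activation above the mean of controls blocked by dofetilide plus 5 SD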;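 also: thallium influx through hERG after potassium depolarization seen as dye fluorescence rise; in these data hits start at about 4.7%; inactives centre near -7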
Target sequence (Q12809 whole entry, looked up): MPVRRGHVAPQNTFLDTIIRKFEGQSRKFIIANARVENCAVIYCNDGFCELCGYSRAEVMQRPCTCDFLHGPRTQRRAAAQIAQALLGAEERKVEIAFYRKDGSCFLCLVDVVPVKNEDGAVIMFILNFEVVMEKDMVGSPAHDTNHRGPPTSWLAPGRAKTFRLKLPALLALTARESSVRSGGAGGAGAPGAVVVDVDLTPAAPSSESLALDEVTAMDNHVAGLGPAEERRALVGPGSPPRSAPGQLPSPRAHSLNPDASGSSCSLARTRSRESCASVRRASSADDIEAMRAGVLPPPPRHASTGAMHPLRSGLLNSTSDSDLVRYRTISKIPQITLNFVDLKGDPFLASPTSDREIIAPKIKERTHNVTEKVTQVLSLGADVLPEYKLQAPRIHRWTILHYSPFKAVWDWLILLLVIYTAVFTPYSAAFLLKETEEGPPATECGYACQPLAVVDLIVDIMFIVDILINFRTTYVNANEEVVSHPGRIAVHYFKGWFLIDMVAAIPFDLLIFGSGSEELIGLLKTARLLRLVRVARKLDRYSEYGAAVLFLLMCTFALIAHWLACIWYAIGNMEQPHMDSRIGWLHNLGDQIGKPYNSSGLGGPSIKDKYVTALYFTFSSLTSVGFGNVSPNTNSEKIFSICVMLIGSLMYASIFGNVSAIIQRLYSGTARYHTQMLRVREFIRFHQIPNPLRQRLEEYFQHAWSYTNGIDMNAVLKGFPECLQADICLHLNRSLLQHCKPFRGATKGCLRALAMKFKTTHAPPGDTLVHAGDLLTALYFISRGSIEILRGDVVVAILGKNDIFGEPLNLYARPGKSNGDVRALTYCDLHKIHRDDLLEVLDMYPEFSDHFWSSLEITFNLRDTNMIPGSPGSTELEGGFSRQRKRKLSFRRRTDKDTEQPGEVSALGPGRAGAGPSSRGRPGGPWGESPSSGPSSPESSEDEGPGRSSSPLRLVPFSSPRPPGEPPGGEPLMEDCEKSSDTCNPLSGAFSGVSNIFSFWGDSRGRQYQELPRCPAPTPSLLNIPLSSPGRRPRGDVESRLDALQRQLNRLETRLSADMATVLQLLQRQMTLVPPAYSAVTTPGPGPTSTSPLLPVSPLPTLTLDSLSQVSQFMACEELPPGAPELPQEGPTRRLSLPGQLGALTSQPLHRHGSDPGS
KCNQ1 inh – human KCNQ1 channel inhibition; CHO-K1 KCNQ1, FluxOR thallium flux fluorescence; stronger effect = higher value; B-score at 10 µM; 310,000 tested, 1.3% active; AID 2642;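 active = compounds whose thallium flux B-score, printed positive for inhibition, exceeds three library SD while starting fluorescence stays within three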;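 also: channel opened by potassium depolarization with thallium stimulus after 20 min compound exposure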
Starred values were filed as active, the others as inactive; i = inactive; nt = not tested or not shown. Rows were taken by chance; any-hit rate near 6.3%.

SMILES	TMEM16A inh	HDAC3 inhib	KCNQ1 pot	RGS4 inh	SKKanGAS inh	RGS4 act	KCNK3 block	KCNK9 inh	ANO1 activ	hERG rescue	KCNQ1 inh
CCCCOc1ccc(CN(CCO)CCO)cc1[N+](=O)[O-]	i	-5	i	i	-1	i	i	i	i	-6	i
Cc1cc(C)nc(Sc2ncnc3c2oc2ccccc23)n1	i	-1	i	i	-2	i	i	i	i	-18	i
Cc1csc2c(=O)sc(NC(=O)c3ccc(F)cc3)nc12	i	-1	i	i	2	i	i	i	i	-5	i
COc1cccc(CN(C)Cc2c(O)ccc3ccccc23)c1	i	3	i	i	5	i	i	i	i	-15	i
O=C(CSc1cn[nH]n1)Nc1cccc(C(F)(F)F)c1	i	2	i	i	-1	i	i	-7.5*	i	-10	i
C=C(C)CSc1nnc(-c2ccc(OC)cc2)n1N	i	0	i	i	-6	i	i	i	i	-14	i
CC(C)c1nnc(-c2ccc(Cl)cc2)c(N(C)C)n1	i	11	i	i	12	i	i	i	i	-7	i
O=C(O)CSc1nnc(Cc2cccc3ccccc23)n1-c1cc(C(F)(F)F)cc(C(F)(F)F)c1	i	nt	i	i	4	i	i	i	i	-8	i
Cc1cc(OCC(=O)N2CCOCC2)cc2oc(=O)c3ccccc3c12	i	-19	i	i	-5	i	i	i	i	-8	i
S=C1NCCc2ccccc2C1c1ccccc1 (stereo not given)	i	6	i	i	0	i	i	i	i	-1	i
CCOc1cc(/C=C2/NC(=O)N(CC(=O)OC)C2=O)ccc1OC	i	2	i	i	-4	i	i	i	i	-8	i
CC(CNC(=O)COc1ccccc1)OC(=O)Nc1cccc(Cl)c1 (stereo not given)	i	7	i	i	-7	i	i	i	i	-11	i
O=C(O)CCS(=O)(=O)Cc1ccccc1Cl	i	2	i	i	5	i	i	i	i	-3	i
Cc1cc[n+](Cc2ccc([N+](=O)[O-])cc2)cc1	i	3	i	i	-1	i	i	i	i	-8	i
Cc1ccc(CCNC(=O)CN2C(=O)COc3ccccc32)cc1	i	-2	i	i	-3	i	i	i	i	-8	i
CCN(CC(=O)Nc1c(F)cccc1F)C(=O)c1ccc(=O)n(Cc2ccccc2)n1	i	-5	i	i	4	i	i	i	i	-7	i
O=C(Nc1ccccc1O)c1c(O)c2c([nH]c1=O)CCCC2	i	1	i	i	-6	i	i	i	i	-7	i
Cc1nc(N)nc(COc2ccccc2)n1	i	-2	i	i	-1	i	i	i	i	1	i
CN(C)c1cc[n+](CC(=O)c2ccc(Br)cc2)cc1	i	11	i	i	-2	i	i	i	i	1	i
COc1ccc(S(=O)(=O)N/N=C\c2ccccc2F)cc1	i	-9	i	i	2	i	i	i	i	-12	i
COc1ccc2c(c1)c(C(=O)CN1CCN(Cc3ccccc3)CC1)c(C)n2C	i	3	i	i	4	i	i	i	i	-11	i
CC(=O)NS(=O)(=O)c1ccc(NC(=O)CCC2CCCC2)cc1	i	-6	i	i	3	i	i	i	i	-4	i
Cc1cc(C(=O)CSc2nc3ccccc3c(=O)n2C)c(C)n1Cc1ccc2c(c1)OCO2	i	1	i	i	-1	i	i	-7.9*	i	-26	i
COCCCn1c(C)nnc1-c1cnn(-c2ccccc2)c1N	i	3	i	i	4	i	i	i	i	-8	i
O=C1NC2(CCCC2)C(=O)N1CCS(=O)(=O)Oc1ccccc1	i	-5	i	i	-5	i	i	i	i	-7	i
Later entries:
SMILES	TMEM16A inh	HDAC3 inhib	KCNQ1 pot	RGS4 inh	SKKanGAS inh	RGS4 act	KCNK3 block	KCNK9 inh	ANO1 activ	hERG rescue	KCNQ1 inh
Cc1ccc(C(=O)NC2CCCCCCC2)c(Cl)c1	i	-3	i	i	0	i	i	i	i	-6	i
OC(c1ccccc1)C1CN(Cc2ccccc2)CCC1(O)c1ccccc1 (stereo not given)	i	1	i	i	-3	i	i	i	i	-6	i
COc1cc(/C=N/NC(=O)CCC(=O)Nc2ccc(F)cc2)ccc1O	i	2	i	i	-2	i	i	i	i	-7	i
O=C1C2C3C=CC(C3)C2C(=O)N1c1ncn[nH]1 (stereo not given)	i	2	i	i	-3	i	i	i	i	-8	i
CN(CC(=O)NCCc1ccccc1)S(=O)(=O)c1ccc(Br)cc1	i	7	i	i	-5	i	i	i	i	-12	i
O=C1CCCCN1CCCC(=O)N1CCCC(Nc2ccccc2)C1 (stereo not given)	i	5	i	i	0	i	i	i	i	-10	i
Cc1cccc(C)c1NS(=O)(=O)c1ccc(OCCNS(C)(=O)=O)cc1	i	3	i	i	0	i	i	i	i	-9	i
O=C(c1ccc(NS(=O)(=O)c2ccc(F)cc2)cc1)N1CCCCCC1	i	0	i	i	-1	i	i	i	i	-12	i
O=C(COc1ccc(Cl)cc1Cl)N1CCCCCC1	i	-3	i	i	-16	i	i	i	i	-14	i
COc1ccc(CCNC(=O)c2ccc(CN3CCC(Cc4ccccc4)CC3)cc2)cc1	i	2	i	i	5	i	i	i	i	-3	i
O=C(Nc1nnc(-c2cc(Cl)ccc2Cl)o1)c1ccco1	i	5	i	i	74*	i	i	i	i	-9	i
O=C1C2C3c4ccccc4C(c4ccccc43)C2C(=O)N1CN1CCOCC1 (stereo not given)	i	-7	i	i	-3	i	i	i	i	-8	i
CN1CCN(C(=O)c2ccc3c(c2)NC(=O)/C(=C/c2ccccc2)S3)CC1	i	3	i	i	0	i	i	i	i	-10	i
Cc1ccc(NC(=O)N2CCCC2c2cccs2)cc1 (stereo not given)	i	-1	i	i	-15	i	i	i	i	-10	i
N#Cc1cc2c(nc1SCc1cccnc1)CCCCC2	i	1	i	i	5	i	i	i	i	0	i
Cc1oc(S(=O)(=O)N2CCOCC2)cc1C(=O)Nc1ccc(Cl)cc1	i	-1	i	i	3	i	i	i	i	-2	i
Cc1sc2ncnc(Sc3nc4ccccc4s3)c2c1C	i	1	i	i	18	i	nt	i	nt	-7	i
CCOc1ccc(N2C(=O)Nc3ccccc3C2(O)C(=O)N2CCN(c3ccccn3)CC2)cc1 (stereo not given)	i	-2	i	i	2	i	i	i	i	1	i
CCCNC(=O)NC1CCCc2ccccc21 (stereo not given)	i	4	i	i	4	i	i	i	i	-9	i
CCc1noc(C)c1C(=O)NCCc1ccc(OC)c(OC)c1	i	-10	i	i	-5	i	i	i	i	-12	i
O=C(Nc1ccc(N2CCOCC2)cc1)c1ccc(S(=O)(=O)N2CCCCC2)cc1	i	2	i	i	-4	i	i	i	i	5	i
O=C(NCCc1ccc(Cl)cc1)C1CCN(C(=O)c2ccc(F)cc2)CC1	i	3	i	i	-2	i	i	i	i	-3	i
Cc1cccc(-c2oc3ccccc3c2C#CCCO)c1	i	-6	i	i	3	i	i	i	i	-5	i
COc1ccc(S(=O)(=O)NCC2CCCO2)cc1NC(=O)c1ccccc1 (stereo not given)	i	8	i	i	-2	i	i	i	i	-8	i
COc1cc2c(cc1OC)CN(c1nc(CN3CCOCC3)nc3sc4c(c13)CCC(C)C4)CC2 (stereo not given)	i	10	i	i	24	i	i	i	i	-7	i
Following part
SMILES	TMEM16A inh	HDAC3 inhib	KCNQ1 pot	RGS4 inh	SKKanGAS inh	RGS4 act	KCNK3 block	KCNK9 inh	ANO1 activ	hERG rescue	KCNQ1 inh
C=CCOC(=O)C1=C(C)NC(SCC(=O)Nc2nccs2)=C(C#N)C1c1cccs1 (stereo not given)	i	2	i	i	10	i	i	i	i	-8	i
O=C(Nc1ncc(S(=O)(=O)c2ccc([N+](=O)[O-])cc2)s1)c1cccc2ccccc12	25*	10	i	i	8	-7.7*	i	i	-5.3*	-6	i
COc1ccc(-c2cc3cccc(OC)c3oc2=O)cc1	i	-1	i	i	0	i	i	i	i	-13	i
Cc1cc([N+](=O)[O-])ccc1NC(=O)C(C)NC1CCCCC1 (stereo not given)	i	-5	i	i	-2	i	i	i	i	-5	i
COc1cc(CCC(=O)OCC(=O)Nc2ccc(C)cc2Br)cc(OC)c1OC	i	-1	i	i	-12	i	i	i	i	-15	i
O=S(=O)(NC(=S)c1ccccc1)c1ccc(F)cc1	i	-4	i	i	17	i	i	i	i	-1	i
Cc1ccc(CNC(=O)CSc2ccsc2[N+](=O)[O-])cc1	i	8	i	i	0	i	i	i	i	-9	i
O=C(NCCc1ccccc1)c1ccc2c(=O)[nH]c3c(C(=O)NCC4CCCO4)sc(=S)n3c2c1 (stereo not given)	i	15	i	i	44	i	-12*	i	i	-39	8*
CN(C)CCOC(=O)c1sc2ccccc2c1Cl	i	2	i	i	-7	i	i	i	i	-4	i
COC(=O)c1cc(-c2ccc3c(c2)OCO3)nc2ccccc12	i	-3	i	i	-1	i	i	i	i	-4	i
COc1ccc(C2c3ccc(O)cc3Oc3ncn(Cc4ccccc4)c(=N)c32)cc1OC (stereo not given)	i	5	i	i	0	i	-8.9*	i	i	-14	i
O=C(Oc1ccc(N(Cc2cccs2)C2=NS(=O)(=O)c3ccccc32)cc1)c1ccc(Cl)cc1	i	0	i	i	12	i	i	i	i	-7	i
CCc1noc(C)c1C(=O)N1CCC(CCC(=O)Nc2cccc(OC)c2)CC1	i	-3	i	i	3	i	i	i	i	-4	i
CC(=O)c1c(C(C)=O)c(C)n(-c2nc(-c3ccc(Br)cc3)c(C)s2)c1C	i	10	i	i	9	i	i	i	i	-8	i
CCCCNC(=O)Cn1cnc2sc(C(=O)OCC)c(C)c2c1=O	i	1	i	i	19	i	i	i	i	-6	i
CCOC(=O)C(NC(=O)CCl)(Nc1sc(C)c(CC)c1C#N)C(F)(F)F (stereo not given)	i	9	i	i	24	i	i	i	i	-6	i
Cc1c(C(=O)c2ccc(Cl)c([N+](=O)[O-])c2)c2ccccn2c1CCC#N	i	5	i	i	0	i	i	i	i	-17	i
CC(Sc1ccc2ccccc2c1)C(=O)NC(N)=O (stereo not given)	i	nt	i	i	0	i	i	i	i	-8	i
COc1ccc([N+](=O)[O-])cc1NC(=O)CSCc1ccccc1C	i	4	i	i	2	i	i	i	i	0	i
COc1ccccc1Nc1cc(C)nc2c(C)ccc([N+](=O)[O-])c12	i	-3	i	i	14	i	i	i	i	-1	i
